AHR act – activators of human aryl hydrocarbon receptor; AHR-responsive luciferase reporter cells, luminescence; P35869; activation, % at 5 µM; actives 2.5% (n = 320,000); in the data active means activation above about 47%;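 further: 0% = vehicle wells and 100% = reference agonist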
PP5 inh – blocks human protein phosphatase 5 activity. P53041. AID 1987. purified PP5c, OMFP substrate fluorescence. actives 0.18% (n = 320,000). inhibition, % at 6.7 µM;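 active means inhibition above the campaign's mean inhibition across all tested compounds plus 3 SD, cut at about 9.5% in these data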;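 further: 0% = DMSO only and 100% = 100 µM cantharidin control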
PAFAH2 FP inh – inhibitors of human PAFAH2. Q99487. recombinant PAFAH2, FP-rhodamine activity probe, fluorescence polarization. inhibition, % at 3.39 µM. actives 0.99% (n = 340,000);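 active means inhibition above the mean over all tested compounds plus 3 SD, cut at about 30% in these data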;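 further: inhibitors block probe labeling of enzyme so polarization drops; 0% = enzyme with DMSO and 100% = wells lacking PAFAH2 protein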
Fh CTSL1 inh – cathepsin L1 inhibition, PFM18AAP counter-screen. recombinant F. hepatica cathepsin L1, Z-Leu-Arg-MCA fluorescence. inhibition, % at 5.96 µM. actives 0.49% (n = 300,000);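 active means inhibition above the mean of all tested compounds plus 3 SD, set per screening campaign, cut at about 17% in these data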;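 further: 0% = plate median of test compound wells and 100% = 1 µM Z-Phe-Ala-diazomethylketone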
TPT1 inhibitor – inhibitors of Candida albicans tRNA 2'-phosphotransferase TPT1 | recombinant caTPT1, FP RNA substrate dephosphorylation | inhibition, % at 5 µM | actives 0.81% (n = 300,000) | AID 1962;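 active means inhibition above the mean of all tested compounds plus 3 SD, set per screening campaign, cut at about 24% in these data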;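 further: plate controls were DMSO alone for no effect and ferristatin control at 100 nM for full effect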
PP1 counter – counter-screen for PP5 inhibitors: inhibitors of human PP1-alpha | purified PP1alpha, OMFP fluorescence | actives 0.9% (n = 320,000) | inhibition, % at 6.7 µM | P62136;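 active means inhibition above the mean inhibition of all tested compounds plus 3 SD, computed separately for each screening campaign, cut at about 15% in these data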
Target sequence (P62136 whole entry, looked up): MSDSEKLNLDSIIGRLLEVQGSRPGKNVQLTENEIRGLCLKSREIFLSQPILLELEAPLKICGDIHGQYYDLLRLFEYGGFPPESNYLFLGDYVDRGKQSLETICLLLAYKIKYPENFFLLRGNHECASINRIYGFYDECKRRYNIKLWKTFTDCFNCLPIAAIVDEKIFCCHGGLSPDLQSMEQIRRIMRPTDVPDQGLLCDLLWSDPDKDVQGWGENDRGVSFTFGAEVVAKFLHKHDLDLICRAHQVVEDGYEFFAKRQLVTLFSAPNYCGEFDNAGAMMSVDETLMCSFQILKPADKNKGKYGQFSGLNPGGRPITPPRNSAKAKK
procasp7 counter – counter-screen for procaspase-3 activators: activators of human procaspase-7. P55210. recombinant procaspase-7, Ac-DEVD-pNA absorbance 405 nm; D23A/D198A/D206A triple mutant, cannot self-cleave; scale: DMSO 0, 5 µM enzyme 100. activation, % at 8.5 µM. actives 0.093% (n = 330,000). AID 463210;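 active means percent activation above the screen-wide mean plus 3 SD, cut at about 25% in these data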
Target sequence (P55210 whole entry D23A/D198A/D206A): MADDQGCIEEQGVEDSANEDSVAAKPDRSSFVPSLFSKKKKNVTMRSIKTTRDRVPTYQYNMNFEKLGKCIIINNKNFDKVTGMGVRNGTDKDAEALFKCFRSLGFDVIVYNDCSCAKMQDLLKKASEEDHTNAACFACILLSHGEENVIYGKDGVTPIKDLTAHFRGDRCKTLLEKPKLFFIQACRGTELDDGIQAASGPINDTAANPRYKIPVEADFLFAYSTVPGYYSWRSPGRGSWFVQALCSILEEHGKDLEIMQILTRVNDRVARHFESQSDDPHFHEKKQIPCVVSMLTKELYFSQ
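buffer or medium = Zinc-free HEPES/NaCl buffer, pH 7.4 | material = Procaspase-7 triple mutant (PC-7 D3A) | input = 2 µM procaspase-7 mutant as dispensed | signal = Epi-absorbance of released pNA at 405 nm, two timepoints | timing = 1 h preincubation, 2 h reaction | replicates = singlicate compound testing | evaluation = % activation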
core dimer inh – HCV core protein dimerization inhibition. TR-FRET GST/Flag-core106 dimerization, 1536-well. inhibition, % at 5 µM. actives 0.33% (n = 300,000). AID 1899;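 active means inhibition above the mean of all tested compounds plus 3 SD, set per screening campaign, cut at about 45% in these data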
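System – GST-tagged and Flag-tagged HCV core protein residues 1-106 · Repeats – one well for each compound · Technique – TR-FRET 671 and 617 nm emission · Doses – one concentration, 5 µM, in 0.5% DMSO · Times – 4 h, 22.5 °C incubation · Also added – Eu donor and XL665 acceptor anti-tag antibodies · Measure – percent inhibition of core106 dimerization signal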
procasp3 activ – activators of human procaspase-3; recombinant procaspase-3 D3A, Ac-DEVD-pNA absorbance 405 nm; actives 0.11% (n = 330,000); activation, % at 8.5 µM;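 active means activation above the mean of all tested compounds plus 3 SD, cut at about 21% in these data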;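 further: 0% = DMSO alone and 100% = DMSO wells spiked with extra 5 µM PC-3 D3A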
Target sequence (P42574 whole entry D9A/D28A/D175A): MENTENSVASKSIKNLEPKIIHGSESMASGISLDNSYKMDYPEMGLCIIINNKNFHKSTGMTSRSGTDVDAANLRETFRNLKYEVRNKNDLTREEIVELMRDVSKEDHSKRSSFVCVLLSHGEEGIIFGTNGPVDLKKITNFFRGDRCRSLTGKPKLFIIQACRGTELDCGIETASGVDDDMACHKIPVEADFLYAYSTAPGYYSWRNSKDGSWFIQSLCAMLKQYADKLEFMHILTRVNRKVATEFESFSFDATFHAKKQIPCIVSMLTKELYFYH
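material = Procaspase-3 D3A mutant | probe or stimulus = Ac-DEVD-pNA | compound = single dose, 8.5 µM nominal compound, 0.8% DMSO | timing = 1 h preincubation, 2 h reaction | measured by = 405 nm absorbance of p-nitroaniline, reads at 0 and 120 min | benchmarks = DMSO-only low control, 5 µM PC-3 D3A high control | repeats = singlicate, each compound tested once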
An asterisk follows results filed as active; / = not tested or not shown.

item	Structure	AHR act	PP5 inh	PAFAH2 FP inh	Fh CTSL1 inh	TPT1 inhibitor	PP1 counter	procasp7 counter	core dimer inh	procasp3 activ
1	Cc1cc(C)cc(NS(=O)(=O)c2ccc(NC(=S)Nc3ccccc3)cc2)c1	6	2.4	-1	1	-1	2	6	2	6
2	C[C@H](CO)N1C[C@H](C)[C@@H](CN(C)Cc2ccncc2)Oc2c(NC(=O)C3CC3)cccc2C1=O	0	/	-1	/	/	/	22	/	-6
3	O=C(N/N=C/c1ccc(O)c(O)c1)C1c2ccccc2Oc2ccccc21	-1	2.6	3	2	-2	1	4	4	-8
4	O=C(Nc1cccc(-c2cn3ccsc3n2)c1)c1ccccc1	82*	3.8	4	-3	-8	1	5	4	12
5	NC(=O)c1ccsc1NC(=O)COC(=O)CNC(=O)c1ccc(F)cc1	2	3.5	6	/	/	-7	2	/	-3
6	CC1CCCCN1Cc1c(O)ccc2c(=O)c(-c3ccc(Cl)cc3)coc12 (stereo not given)	0	-0.9	7	2	-4	0	-1	-3	12
7	N#Cc1ccc(CNc2cnccn2)cc1	2	-1.5	2	2	-3	2	5	-5	0
8	O=C(COc1ccccc1Br)NCc1ccco1	-2	-1.8	-5	-1	-3	-2	-8	10	2
9	O=C1COc2ccc(-c3csc(NCCc4ccccc4)n3)cc2N1	22	0.8	7	-5	0	5	-9	8	2
10	CCOc1cc(C2C3=C(CC(C)(C)CC3=O)OC3=C2C(=O)CC(C)(C)C3)cc([N+](=O)[O-])c1O	0	0.7	-1	-1	0	-1	5	-4	-2
11	CCOC(=O)c1[nH]c(=O)[nH]c1COC(=O)c1cc2ccccc2o1	-2	3.8	2	5	-3	1	-1	0	-6
12	Cc1ccccc1CC(=O)N1CCCC1	0	-0.4	1	-2	0	1	2	-6	-2
13	Cc1ccccc1NC(=S)NNC(=O)c1cccnc1	2	-2.2	3	-3	-3	-1	-4	4	-8
14	CCCNC1CCS(=O)(=O)C1 (stereo not given)	1	2.4	7	1	-7	3	3	-8	-4
15	O=C(c1cc([N+](=O)[O-])ccc1N1CCCCC1)N1CCCC1	-2	0.5	-3	-2	2	-4	-17	2	7
16	CCCc1cc(=O)oc2cc(OC(C)C(=O)NC3CC(C)(C)NC(C)(C)C3)ccc12 (stereo not given)	-1	4.7	-13	1	1	-2	0	6	12

From entry 6 to 16, as listed above:
item	Structure	AHR act	PP5 inh	PAFAH2 FP inh	Fh CTSL1 inh	TPT1 inhibitor	PP1 counter	procasp7 counter	core dimer inh	procasp3 activ
6	CC1CCCCN1Cc1c(O)ccc2c(=O)c(-c3ccc(Cl)cc3)coc12 (stereo not given)	0	-0.9	7	2	-4	0	-1	-3	12
7	N#Cc1ccc(CNc2cnccn2)cc1	2	-1.5	2	2	-3	2	5	-5	0
8	O=C(COc1ccccc1Br)NCc1ccco1	-2	-1.8	-5	-1	-3	-2	-8	10	2
9	O=C1COc2ccc(-c3csc(NCCc4ccccc4)n3)cc2N1	22	0.8	7	-5	0	5	-9	8	2
10	CCOc1cc(C2C3=C(CC(C)(C)CC3=O)OC3=C2C(=O)CC(C)(C)C3)cc([N+](=O)[O-])c1O	0	0.7	-1	-1	0	-1	5	-4	-2
11	CCOC(=O)c1[nH]c(=O)[nH]c1COC(=O)c1cc2ccccc2o1	-2	3.8	2	5	-3	1	-1	0	-6
12	Cc1ccccc1CC(=O)N1CCCC1	0	-0.4	1	-2	0	1	2	-6	-2
13	Cc1ccccc1NC(=S)NNC(=O)c1cccnc1	2	-2.2	3	-3	-3	-1	-4	4	-8
14	CCCNC1CCS(=O)(=O)C1 (stereo not given)	1	2.4	7	1	-7	3	3	-8	-4
15	O=C(c1cc([N+](=O)[O-])ccc1N1CCCCC1)N1CCCC1	-2	0.5	-3	-2	2	-4	-17	2	7
16	CCCc1cc(=O)oc2cc(OC(C)C(=O)NC3CC(C)(C)NC(C)(C)C3)ccc12 (stereo not given)	-1	4.7	-13	1	1	-2	0	6	12

The list goes on.
item	Structure	AHR act	PP5 inh	PAFAH2 FP inh	Fh CTSL1 inh	TPT1 inhibitor	PP1 counter	procasp7 counter	core dimer inh	procasp3 activ
17	CCO[C@H]1OC(C(=O)N2CCN(Cc3ccc4c(c3)OCO4)CC2)=C[C@@H](c2ccccc2)[C@@H]1CCCO	1	0.7	6	1	-3	0	-6	-9	7
18	CCOC(=O)CSc1nnc(NC(=O)c2ccc3c(c2)OCO3)s1	-5	0.2	4	1	-4	3	10	-3	2
19	N#C/C(=C\c1cn[nH]c1-c1ccccc1Br)C(=O)O	1	1.7	-10	1	7	2	-3	1	-10
20	O=C(NCc1ccccc1)C1=C[C@H](c2csc3ccccc23)C[C@H](OCc2ccc(CO)cc2)O1	0	4.8	-21	2	-3	13	3	10	-10
21	O=C(CN1C(=O)C2(OCCO2)c2cc(Br)ccc21)NO	1	-0.1	-1	1	0	-3	4	-1	-1
22	Cc1ccc(-n2nc3c4c(cccc4c2=O)-c2ccccc2-3)cc1	17	1.6	1	3	1	5	-8	8	-6
23	Cc1ccc(C(=O)CC2(O)C(=O)N(C)c3ccccc32)s1 (stereo not given)	-1	-0.1	-2	0	0	2	3	1	-2
24	CCC(C)SCc1nc2ccccc2[nH]1 (stereo not given)	10	0.2	0	2	-3	-4	0	0	0
25	COc1ccccc1N1CCN(CC(=O)N2N=CCC2c2ccccc2)CC1 (stereo not given)	-1	0.1	1	1	0	-4	-6	6	4
26	O=C(CS(=O)(=O)c1ccccc1)N1CCc2ccccc21	33	1.9	-1	0	0	2	7	11	-4
27	Cc1nn(C)cc1/C=N\NC(=O)c1ccc2c(c1)c(C)c(C)n2Cc1ccccc1	40	4.4	-19	3	-2	0	4	16	-6
28	CCOC(=O)C(NC(=O)NCc1ccc(F)cc1)(OCC)C(F)(F)F (stereo not given)	-1	0.2	3	-1	0	-5	-7	-6	-1
29	CCc1ccc(NC(=O)C2CCCN(S(=O)(=O)c3ccc4[nH]c(=O)ccc4c3)C2)cc1 (stereo not given)	2	-0.8	-13	3	3	-2	-9	1	-3
30	O=C(COC(=O)C1CCCO1)Nc1nc(-c2ccc(F)cc2)cs1 (stereo not given)	-2	/	-3	/	/	/	-1	/	2
31	NS(=O)(=O)c1ccc(NC(=O)COC(=O)C2CC(=O)N(Cc3ccccc3)C2)cc1 (stereo not given)	-2	-3.8	3	-37	-4	-5	5	0	2
32	CCc1ccc[n+](-c2[nH]c(=O)sc2/C=N/N=C(\[O-])c2ccncc2)c1	0	1.4	0	8	-3	-3	-4	-11	6
33	CNS(=O)(=O)c1ccc2c3c(cccc13)C(=O)N2C	-3	-0.4	-7	5	0	-1	3	6	2
34	O=C(NCCCn1ccnc1)c1cc2ccccc2oc1=O	24	-1.9	-5	-2	3	-1	2	4	8
35	Cc1ccc(OCc2ccc(C(=O)Nc3cc(C)on3)o2)c([N+](=O)[O-])c1	23	1.1	-6	-3	-1	3	-6	7	-8
36	O=C(CN1CCN(C2CCCCC2)CC1)NCCC1=CCCCC1	0	2.8	2	-2	0	6	1	-3	9
37	Cc1cc(C)c2c(=O)[nH]n(C3CCOC(C)(C)C3)c2n1 (stereo not given)	4	-1.6	3	-3	-2	0	1	-1	5
38	Cc1c(NS(=O)(=O)c2ccc3c(c2)OCCO3)cccc1-c1nc2cccnc2s1	2	2.9	9	0	-2	0	10	-20	7
39	CCOC(=O)C1CCN(C(=O)CNS(=O)(=O)c2cccs2)CC1	-2	1.7	1	-19	-1	-1	-5	1	3
40	C=CCn1c(SCC(=O)NCC2CCCO2)nnc1C1CCCCC1 (stereo not given)	2	1.2	-2	-1	-1	-4	-3	-3	0
41	CCn1c(C)nc2cc(C(=O)NNC(=O)CN(C)S(=O)(=O)c3ccc(NC(C)=O)cc3)ccc21	2	/	-1	/	/	/	9	/	5
42	Cc1cccc(CSc2nnc(CCNC(=O)OC(C)(C)C)o2)c1	3	0.7	/	-2	-5	0	0	1	11
43	O=C(O)/C=C/C(=O)NNC(=O)c1ccc(Br)cc1	19	2.8	-9	-1	2	3	-16	-1	-6
44	CC(=O)Nc1ccc(S(=O)(=O)N2CCc3cc4c(cc3C2C)OCCCO4)cc1 (stereo not given)	5	4.7	-4	-4	1	1	-8	-4	1
45	O=C(CCCc1c[nH]c2ccccc12)N1CCN(S(=O)(=O)c2cccs2)CC1	3	4.7	13	-4	0	0	-4	-4	-1
46	CCS(=O)(=O)N1CCC(NC(C)=O)(c2ccccc2)CC1	-1	-1.9	4	1	0	-3	2	-1	1
47	CC(=O)N1CCCc2cc(S(=O)(=O)CCC(=O)Nc3cccc(C)c3C)ccc21	4	1.8	4	0	-3	0	-3	2	-4
48	COc1ccc(N=C2NC(=O)S/C2=C\c2ccc(N(C)C)cc2)cc1	4	1.5	-3	2	7	2	-16	31	6
49	COc1ccccc1CCCNC(=O)C1CCC(=O)N(CCc2ccc(Cl)cc2)C1 (stereo not given)	4	-2.0	6	-1	-1	0	14	0	4
50	CC#CC[N+](C)(C)CCCCCC	0	1.7	-7	5	-2	0	5	-1	-1

Compound activity as filed in PubChem.
